hERG rescue = hERG (human) protection from proarrhythmic block | Q12809 | CHO-hERG, FluxOR thallium flux, dofetilide IC70 present | activation (rescue from dofetilide block), less the hit threshold, % at 10 µM | actives 0.51% (n = 310,000) | AID 1511;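 active = activation above the mean of controls blocked by dofetilide plus 5 SD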;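 also: thallium influx through hERG after potassium depolarization seen as dye fluorescence rise; in these data hits start at about 4.7%; inactives centre near -7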
GSK3B inh = human GSK3beta kinase inhibition | P49841 | GST-GSK3beta kinase, ADP-Glo luminescence, 60 min; hits give low values | activity score (negative = inhibition), % at 10 µM | actives 0.038% (n = 300,000) | AID 2097;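 active = more than half of replicate wells score below -50%, meaning over 50% inhibition versus plate controls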;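 also: 0% = median DMSO wells and -100% = median GW8510 positive control wells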
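Test system: GST-tagged human GSK3beta kinase, cell-free; evaluation: activity score scaled between in-plate DMSO and GW8510 controls; measured by: ADP-Glo luminescence; incubation: 60 min reaction, RT; benchmarks: DMSO and 20 µM GW8510; reagent: peptide substrate plus 25 µM ATP (final); medium: Tris/MgCl2 kinase buffer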
DYRK1A inh = blocks rat Dyrk1A kinase activity; AID 504441; Q63470; ADP-Glo luminescence, NFATc1 peptide; inhibition, % at 12.5 µM; actives 0.43% (n = 310,000); in the data active = inhibition above about 50%;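 also: plate controls were vehicle with enzyme for no effect and no enzyme for full effect; many of its hits are not listed in these tables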
RGS4 pot = RGS4 potentiation or activation; HEK293 M3R/inducible RGS4, carbachol calcium flux Fluo4; hits give low values; B-score at 10 µM; actives 0.92% (n = 310,000);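 active = B-score of the integrated calcium signal more than 4 SD below the library mean, with starting fluorescence not abnormally high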;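 also: negative B-score means reduced calcium response which marks RGS4 activation or potentiation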
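Also added: carbachol at ECmax as muscarinic agonist stimulus; Assay system: HEK293 cells with stable M3R and inducible RGS4; Timing: overnight RGS4 induction, 30 min dye load 37 °C, 20 min compound RT; Measured by: Fluo4-AM (2 µM) calcium-flux fluorescence, kinetic read.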
KCNQ1 inh = inhibitors of human KCNQ1 potassium channel; actives 1.3% (n = 310,000); CHO-K1 KCNQ1, FluxOR thallium flux fluorescence; hits give high values; P51787; B-score at 10 µM;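 active = compounds whose thallium flux B-score, printed positive for inhibition, exceeds three library SD while starting fluorescence stays within three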;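 also: channel opened by potassium depolarization with thallium stimulus after 20 min compound exposure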
Target sequence (P51787 whole entry, looked up): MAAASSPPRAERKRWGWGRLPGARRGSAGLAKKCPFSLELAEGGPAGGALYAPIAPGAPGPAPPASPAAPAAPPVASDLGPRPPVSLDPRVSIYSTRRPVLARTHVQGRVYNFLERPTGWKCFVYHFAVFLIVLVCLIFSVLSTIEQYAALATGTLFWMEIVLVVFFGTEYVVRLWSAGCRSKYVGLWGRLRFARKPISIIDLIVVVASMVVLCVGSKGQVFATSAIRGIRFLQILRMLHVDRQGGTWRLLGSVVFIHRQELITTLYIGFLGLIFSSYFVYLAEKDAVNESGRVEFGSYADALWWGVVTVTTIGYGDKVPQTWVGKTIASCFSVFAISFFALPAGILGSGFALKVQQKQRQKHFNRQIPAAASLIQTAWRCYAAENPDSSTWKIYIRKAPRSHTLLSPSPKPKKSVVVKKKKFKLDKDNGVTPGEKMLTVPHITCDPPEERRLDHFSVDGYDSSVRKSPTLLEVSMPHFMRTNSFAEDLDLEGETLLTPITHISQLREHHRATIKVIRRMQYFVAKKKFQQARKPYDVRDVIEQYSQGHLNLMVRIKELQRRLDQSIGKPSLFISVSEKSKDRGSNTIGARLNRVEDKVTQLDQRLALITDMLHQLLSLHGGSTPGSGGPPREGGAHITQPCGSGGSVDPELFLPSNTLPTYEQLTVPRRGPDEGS
GSK3A inh = blocks human GSK-3 alpha kinase | ADP-Glo luminescence, 60 min | inhibition, % at 10 µM | P49840 | AID 2650 | actives 0.1% (n = 320,000);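 in the data active = inhibition above about 50%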;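 also: GST-tagged GSK-3 alpha with peptide substrate and 25 µM ATP; 0% = DMSO neutral wells and 100% = GW8510 positive control wells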
KCNK3 inh = human KCNK3 channel inhibition, primary screen; B-score at 10 µM; actives 0.84% (n = 340,000); AID 602410; O14649; CHO-KCNK3 thallium flux, FluxOR fluorescence; hits give low values;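 active = B-score under library mean minus 4 SD, starting fluorescence ratio at most library mean plus 5 SD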;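 also: more negative B-score means stronger inhibition of thallium flux through KCNK3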
Target sequence (O14649 whole entry, looked up): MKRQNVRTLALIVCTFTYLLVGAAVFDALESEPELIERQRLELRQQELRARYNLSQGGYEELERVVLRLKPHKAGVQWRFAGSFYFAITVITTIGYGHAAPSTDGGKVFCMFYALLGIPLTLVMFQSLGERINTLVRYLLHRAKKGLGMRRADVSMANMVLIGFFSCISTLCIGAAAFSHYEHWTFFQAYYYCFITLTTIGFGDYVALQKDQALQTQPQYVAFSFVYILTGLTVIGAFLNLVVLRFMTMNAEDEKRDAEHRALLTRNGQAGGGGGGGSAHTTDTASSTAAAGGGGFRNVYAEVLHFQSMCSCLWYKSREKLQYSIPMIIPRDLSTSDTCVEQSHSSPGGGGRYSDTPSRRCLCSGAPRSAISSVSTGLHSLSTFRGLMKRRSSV
HDAC3 inhib = blocks human histone deacetylase 3 | actives 0.15% (n = 320,000) | inhibition, % at 8.3 µM | recombinant HDAC3, fluorogenic peptide/trypsin coupled, fluorescence | O15379; in the data active = inhibition above about 26%, passing the limit was not always enough
KCNK9 block = human KCNK9 channel inhibition. HEK293 KCNK9, FluxOR thallium flux fluorescence; hits give low values. AID 488922. actives 1.2% (n = 310,000). B-score at 10 µM;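 active = ratio B-score over 3 SD below the library mean, with starting fluorescence within 5 SD of its mean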;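 also: negative B-score means less thallium flux so channel inhibition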
KCNQ1 act = human KCNQ1 channel potentiation or activation | P51787 | CHO-K1 KCNQ1, thallium flux FluxOR fluorescence; hits give high values | B-score at 10 µM | actives 0.35% (n = 310,000) | AID 2648;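 active = fluorescence ratio B-score, a plate-corrected score, at least three library SD, with initial intensity B-score within 5 SD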
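Assay system: CHO-K1 cells stably expressing KCNQ1; Medium: assay buffer with matched DMSO; Also added: K+/Tl+ depolarizing stimulus; Dosing: single dose; Timing: dye 90 min, compound 20 min, room temperature; Measured by: kinetic FluxOR thallium fluorescence, 10-s 1-Hz baseline, 110-s post-stimulus read; Read-out: peak-minus-minimum fluorescence over initial fluorescence, negative-control normalized, B-scored.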
PolyA inh = blocks polyadenylation in yeast reporter cells. S. cerevisiae SKY197-pL101 polyadenylation reporter, beta-gal luminescence; efflux-impaired pdr1/pdr3 knockout yeast; score 100 = 6 SD above DMSO. actives 0.02% (n = 300,000). calls only at 12 µM;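 active = lowest replicate activity score at least 50, where 100 means six control SD above control mean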;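 also: yeast exposed to compound for 9 h at 30 °C; higher score means more reporter readthrough which indicates perturbed polyadenylation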
Active calls of the source: *; i = inactive; . = not tested or not shown. A portion of the library; the hit share may differ from the screen's.

SMILES	hERG rescue	GSK3B inh	DYRK1A inh	RGS4 pot	KCNQ1 inh	GSK3A inh	KCNK3 inh	HDAC3 inhib	KCNK9 block	KCNQ1 act	PolyA inh
COc1ccc(CNC(=S)Nc2cccc(OC)c2)cc1	-7	-1	-1	i	i	3	i	-3	i	i	i
O=C(Cc1cn(-c2ccccc2)nc1-c1ccccc1)N1CCCCC1	-9	0	-2	i	i	2	i	11	i	i	i
C[N+]1(CN2C(=O)C3C4C=CC(C4)C3C2=O)CCCCC1 (stereo unspecified)	-9	-5	7	i	i	-1	i	1	i	i	i
CCc1nnc(NC(=O)CSc2nnc(-c3cccnc3)n2CCc2ccccc2)s1	-7	5	-12	i	i	-1	i	-1	i	i	i
COc1cccc(CNC(=O)COc2cc(O)c3c(c2)OC(C)(C)CC3=O)c1	-7	0	0	i	i	6	i	-1	i	i	i
CCOCCn1c(CN2CCN(CCO)CC2)nc2c1c(=O)n(C)c(=O)n2C	-9	1	0	i	i	-5	i	-3	i	i	i
COc1cc(C)c(S(=O)(=O)n2c([N+](=O)[O-])cnc2C)cc1C	-10	-2	4	i	i	-5	i	1	i	i	i
Cc1c(Br)c([N+](=O)[O-])nn1C(C)C(=O)NCc1cccs1 (stereo unspecified)	-4	0	.	i	i	0	i	-2	i	i	i
COc1ccc(CCSc2nnc(C3CCCCC3)n2N)cc1	-2	-5	5	i	i	0	i	5	i	i	i
COc1cccc(C(=O)NNC(=S)NC2CCCCC2)c1	-4	2	0	i	i	.	i	.	i	i	i
O=C(CSCc1cnn(-c2ccccc2)c1-n1cccc1)NCc1cccnc1	9.2*	4	13	i	i	1	i	-3	i	i	i
Cn1c(=O)[nH]c(=O)c2c1nc(NC1CCCCC1)n2Cc1ccccc1	-7	0	2	i	i	0	i	1	i	i	i
COCc1ccc(CN2CCC(C(=O)Nc3cccc(-c4cccc(Cl)c4)c3)CC2)o1	-32	0	-1	-8.1*	8*	-2	i	1	i	i	i
COc1ccc(CC(=O)NCc2ccc3c(c2)cc(C)n3C)cc1OC	-17	-2	2	i	i	-1	i	4	i	i	i
O=C(CCCn1ncn2c(cc3occc32)c1=O)NCc1ccccc1F	-7	3	.	i	i	-1	i	2	i	i	i
CCOc1cc(N2CCOCC2)c(OCC)cc1NC(=O)c1cc(C)cc(C)c1	-9	-2	.	i	i	-1	i	1	i	i	i
CCn1c(CNc2ccc(F)cc2)nnc1SCC(=O)N1CCCc2ccccc21	-14	1	1	i	i	-3	i	1	i	i	i
OC(CCN1CCCCC1)c1ccc(-c2ccccc2)cc1 (stereo unspecified)	-7	3	2	i	i	-3	i	2	i	i	i
CC(=O)Nc1ccc(S(=O)(=O)Nc2cc(C)cn(Cc3ccc(C)cc3)c2=O)cc1	-6	-2	-1	i	i	-1	i	0	i	i	i
O=C(c1c(F)cccc1F)N1CCCC(c2nc(-c3ccc(Cl)cc3)no2)C1 (stereo unspecified)	-8	-1	.	i	i	1	i	12	i	i	i
Cc1ccc(NC(=O)C2CCN(C(=O)NC3CCCCC3)CC2)c(C)c1	-2	-2	1	i	i	0	i	-5	i	i	i
Cc1cc(-c2ccccc2C(=O)Nc2ccccc2O)on1	-7	3	0	i	i	-2	i	1	i	i	i
CCn1nc2cc(C(=O)NCc3cc(C(F)(F)F)cc(C(F)(F)F)c3)ccc2c1OC	-4	2	-3	i	i	.	i	5	i	i	i
c1ccc(-c2nccc(-c3ccc4c(c3)OCO4)n2)cc1	4	1	.	i	i	-2	i	-13	i	i	i
O=C(Nc1ccc(-c2ccco2)cc1)C1CCCN(Cc2ccc(CO)o2)C1 (stereo unspecified)	-8	5	6	i	i	1	i	1	i	i	i

Entries above marked active in KCNQ1 inh.
SMILES	GSK3B inh	DYRK1A inh	KCNQ1 inh	GSK3A inh	KCNK3 inh	HDAC3 inhib	KCNK9 block	PolyA inh
COCc1ccc(CN2CCC(C(=O)Nc3cccc(-c4cccc(Cl)c4)c3)CC2)o1	0	-1	8*	-2	i	1	i	i

Continuation:
SMILES	hERG rescue	GSK3B inh	DYRK1A inh	RGS4 pot	KCNQ1 inh	GSK3A inh	KCNK3 inh	HDAC3 inhib	KCNK9 block	KCNQ1 act	PolyA inh
CCC(=O)OCC(=O)N=c1sccn1Cc1ccc(C)cc1	-6	0	-5	i	i	2	i	0	i	i	i
Cc1cc(C)cc(-n2nnc(C(=O)NCc3ccccc3)c2N)c1	-12	-5	4	i	i	7	i	-18	i	i	i
O=c1c2cc(NC(=S)N3CCC(N4CCCCC4)CC3)ccc2nc2n1CCCCC2	-12	-7	0	i	i	-2	i	10	i	i	i
O=C(c1ccccc1)C(CCC(CN1CCOCC1)C(=O)c1ccccc1)CN1CCOCC1 (stereo unspecified)	-8	3	-4	i	i	-3	i	-6	i	i	i
CC(C)(C)n1nnnc1C(c1ccc2ncccc2c1)N1CCC(O)CC1 (stereo unspecified)	2	-3	-3	i	i	-7	i	-6	i	i	i
COc1ccc(Nc2nc(CN3CCOCC3)nc3sc4c(c23)CCC(C)C4)cc1OC (stereo unspecified)	-11	4	.	i	i	-1	.	2	i	i	i
COc1ccc(/C=C2\SC(N3CCc4ccccc4C3)=NC2=O)cc1OC	-11	3	1	i	i	-2	i	2	i	i	i
O=C(NCCN1CCOCC1)c1ccc(Cl)c(S(=O)(=O)N2CCCCCC2)c1	-5	-4	11	i	i	0	i	-3	i	i	i
Cc1ccc(O)c(N=Cc2ccc(C)s2)c1	-5	0	-4	i	i	0	i	-11	i	i	i
COc1ccc(NC(=O)C2=CC(c3ccc(OC)c(OC)c3)=NS(=O)(=O)N2C)cc1	-14	-2	-1	i	i	0	i	2	i	i	i
CC(=O)N(C)c1ccc(NC(=O)Cc2cccs2)cc1	-5	7	3	i	i	-3	i	3	i	i	i
CC/C(=C\C(=O)c1ccncc1)Nc1ccc(O)cc1	-7	2	10	i	i	1	i	9	i	i	i
O=C(C1CC(=O)N(c2ccc(F)cc2)C1)N1CCC(c2nc3ccccc3[nH]2)CC1 (stereo unspecified)	-4	3	-7	i	i	.	i	.	i	i	i
O=c1ccc(-c2ccccc2)no1	-6	-2	-9	i	i	3	i	-7	i	i	i
COC(=O)Nc1ccc(S(=O)(=O)N2CCCC(C(=O)Nc3cccnc3)C2)cc1 (stereo unspecified)	-4	0	-5	i	i	-3	i	-8	i	i	i
COc1ccc(/C=C/CN2CCCC(CCC(=O)NCc3ccc(F)c(F)c3)C2)cc1 (stereo unspecified)	-15	-3	-1	-7.8*	i	-16	i	4	i	i	i
CCn1c(CSc2nnc3ccccn23)nc2cc(C(=O)O)ccc21	-11	1	-3	i	i	2	i	0	i	i	i
COC(=O)C1SCCN1S(=O)(=O)c1ccc(Cl)cc1 (stereo unspecified)	-8	1	-5	i	i	5	i	0	i	i	i
Nc1cc(C(F)(F)F)cc2c1SCC(=O)N2	-2	-5	6	i	i	0	i	-3	i	i	i
Clc1ccc(-c2cnn3c(-c4ccncc4)ccnc23)cc1	-13	0	5	i	i	-1	i	2	i	i	i
N=C(c1cccc([N+](=O)[O-])c1)N1CCCCCC1	-9	4	-5	i	i	0	i	4	i	i	i
O=C(NC(=S)Nc1cccc2[nH]ncc12)c1ccccc1	0	-2	1	i	i	3	i	-6	i	i	i
CC(Sc1nnc(CNc2cccc3ccccc23)n1-c1ccccc1)C(=O)N/N=C/c1ccco1 (stereo unspecified)	-7	0	1	i	i	1	i	5	i	i	i
NC(=O)CSc1oc(-c2ccco2)nc1S(=O)(=O)c1ccc(F)cc1	-2	3	1	i	i	0	i	-2	i	i	i
Cc1nc2n(n1)C(c1ccccc1)C1=C(CC(c3ccco3)CC1=O)N2 (stereo unspecified)	3	0	-3	i	i	1	i	4	i	i	i

Reprinted from the part before: six entries, then new ones.
SMILES	hERG rescue	GSK3B inh	DYRK1A inh	RGS4 pot	KCNQ1 inh	GSK3A inh	KCNK3 inh	HDAC3 inhib	KCNK9 block	KCNQ1 act	PolyA inh
Clc1ccc(-c2cnn3c(-c4ccncc4)ccnc23)cc1	-13	0	5	i	i	-1	i	2	i	i	i
N=C(c1cccc([N+](=O)[O-])c1)N1CCCCCC1	-9	4	-5	i	i	0	i	4	i	i	i
O=C(NC(=S)Nc1cccc2[nH]ncc12)c1ccccc1	0	-2	1	i	i	3	i	-6	i	i	i
CC(Sc1nnc(CNc2cccc3ccccc23)n1-c1ccccc1)C(=O)N/N=C/c1ccco1 (stereo unspecified)	-7	0	1	i	i	1	i	5	i	i	i
NC(=O)CSc1oc(-c2ccco2)nc1S(=O)(=O)c1ccc(F)cc1	-2	3	1	i	i	0	i	-2	i	i	i
Cc1nc2n(n1)C(c1ccccc1)C1=C(CC(c3ccco3)CC1=O)N2 (stereo unspecified)	3	0	-3	i	i	1	i	4	i	i	i
Cc1ccc(N2CCN(/N=C/C(Cl)=C/c3ccccc3)CC2)cc1	-1	4	-6	i	i	-1	i	-1	i	i	i
CC1(c2cnc(Nc3ccccc3)s2)CCC(=O)O1 (stereo unspecified)	-8	3	7	i	i	1	i	0	i	i	i
CC(Oc1ccc(F)cc1)C(=O)Nc1cc(S(=O)(=O)N2CCOCC2)ccc1N1CCCCC1 (stereo unspecified)	-12	2	0	i	i	0	i	1	i	i	i
Cc1ccc(SCCNS(=O)(=O)c2ccc(F)cc2)cc1	-18	7	3	i	7*	-3	i	-1	i	i	i
Cc1ccc(-n2cc(CNC(C)Cn3cncn3)c(-c3ccc(F)cc3)n2)cc1 (stereo unspecified)	-19	0	.	i	i	-1	i	5	i	i	i
CCCS(=O)(=O)n1nc(-c2ccc(Br)cc2)cc1N	-6	-3	-1	i	i	0	i	2	i	i	i
Clc1cccc(Cl)c1-c1noc(CN2CCOCC2)n1	-5	3	-14	i	i	-2	i	8	i	i	i
Cc1ccc(C)c(Oc2nnnn2-c2ccccc2)c1	-11	1	-4	i	i	-1	i	-1	i	i	i

Screening results from PubChem BioAssay.
